Compound activity (PubChem)
SSB-PriA inh – blocks PriA binding to SSB C-terminal tail | AlphaScreen SSBct-PriA binding, biotinylated peptide | inhibition, % at 33 µM | 430,000 compounds, 0.6% hits | AID 1272365; in the data active = inhibition mostly above about 37%, no sharp cut-off; inactive = mostly below about 20%;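 note: plate controls were negative control peptide for no effect and reference peptide for full effect; strong numbers were not always called active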
An asterisk follows results filed as active; i = inactive; & = joins results of further samples. An excerpt (hit frequency here may not be typical).

SMILES	SSB-PriA inh
COc1ccc([C@H]2CCCCN(C(=O)c3scnc3C)C2)cc1	-8
Cc1ccc2sc(NNC(=O)c3nc4ccccc4s3)nc2c1C	58*
CS(=O)(=O)c1ccc(Nc2nc(C(=O)Nc3ccc(F)cc3)cs2)cc1	7
CSCc1csc(NC(=O)c2ccc(S(=O)(=O)N3CCCC3)cc2)n1	-9
Cn1nccc1C(=O)Nc1ccccc1-c1nc2ccccc2s1	-3
CC(=O)NN=Cc1ccccc1OCCOc1cccc(C)c1	-34
COc1ccc(OC)c(-c2cc(N)c(=O)[nH]n2)c1	-2
O=c1ccc(-n2cncn2)nn1CCNS(=O)(=O)c1ccccc1C(F)(F)F	-4
Cc1ccc(Oc2nc3ccccc3n3c(=O)n(CC(=O)Nc4ccc(F)cc4)nc23)cc1	-15
Cc1cccc(-n2c(CNC(=O)COc3ccccc3)nnc2SCC(=O)Nc2cc(C(F)(F)F)ccc2Cl)c1	-13
O=[N+]([O-])c1cc(C=NO)ccc1Oc1cccc(Cl)c1	5
O=C(c1cc(-c2ccccc2)on1)N1CCC[C@H](COCc2ccccc2)C1	-14
CC(=O)OCC1OC(Oc2ccccc2Cl)C(OC(C)=O)C(OC(C)=O)C1OC(C)=O (stereo not given)	-10
Cc1nn(C)c(C)c1S(=O)(=O)NCC(O)c1ccc(C(F)(F)F)cc1 (stereo not given)	-22
C=CCc1ccc(OCCn2c(C3CC(=O)N(CC=C)C3)nc3ccccc32)c(OC)c1 (stereo not given)	15
Cc1cc2ncc(NC(=O)Cc3ccc(F)cc3)cn2n1	-12
CCc1nnc(-c2ccc(NC(=O)c3cc(=O)c4ccccc4o3)cc2)o1	-16
CCOC(=O)C(N=Nc1c(C)n(C)n(-c2ccccc2)c1=O)=C(C)O	8
CC(=O)NCCn1c(SCc2ccc(Cl)cc2)nc2ccccc2c1=O	6
CC(=NN1CCCCCC1)c1c(O)n(-c2ccccc2)c(=O)[nH]c1=O	-9
O=S(=O)(c1ccccc1Br)N1CCc2cnc(N3CCOCC3)nc2C1	-11
CCn1c(SCC(=O)N/N=C/c2ccccc2OCC(=O)O)nnc1-c1ccc(Cl)cc1	i
Cc1oc2cc(OCCN3CCN(c4ccccc4F)CC3)ccc2c(=O)c1-c1ccccc1	-27
CC(=NNC(=O)c1ccoc1C)c1ccc(Br)s1	-15
CCCc1nnsc1C(=O)N1CC(S(=O)(=O)c2ccc(OC)cc2)C1	7
COc1ccc(-c2cc(-c3ccccc3)c3cc(Br)ccc3n2)cc1	-18
CC(C)(C)Sc1ccc2nn(CC(=O)N3CCN(c4ccc(F)cc4)CC3)c(=O)n2n1	-3
COc1ccc(C)cc1NC(=O)Cn1c(=O)n(Cc2ccc(F)cc2)c(=O)c2nccnc21	3
CCCCOc1cccc(C(=O)Nc2nc(-c3ccc(C(=O)OC)cc3)cs2)c1	-1
Cc1cc2ncc3c(n2n1)CCN(C(=O)C1(c2ccccc2)CCOCC1)C3	-15
Cc1cccc(C=Nn2c(-c3ccco3)n[nH]c2=S)c1	-13
O=C(Cn1cnc2c(sc3cccc(F)c32)c1=O)NCc1ccc2c(c1)OCO2	-2
O=C(Cc1cccs1)Nc1ccc2c(c1)N(C(=O)[C@@H]1CCCO1)CC2	-5
CCC(C=NNC(=O)CCCCC(=O)NN=CC(CC)CC)CC	-11
O=C(c1cc(-c2cccs2)[nH]n1)N1CCN(C(=O)c2cnn3ccccc23)CC1	-6
Cc1nnsc1C(=O)NCCNc1ccc(-n2cccc2)nn1	0
Cc1ccc(CC2SC(=N)NC2=O)cc1 (stereo not given)	-7
CC1(C)CC(=O)C2=C(C1)NC(N)=C(C#N)C21C(=O)Nc2ccccc21 (stereo not given)	12
COc1ccc(C(C)=NNC(=O)c2nc(C)cc(C)n2)cc1	-19
N#CC(c1c[nH]c2ccccc12)N1CCCCC1 (stereo not given)	-8
C=CCN1C(=O)/C(=C/c2ccco2)SC1=NS(=O)(=O)c1ccc(Cl)s1	-1
CN(C)c1ccc(CCNC(=O)COc2ccccc2)cc1	11
COCCn1c(Cc2ccccc2)nc2ccccc21	4
C=C(C)Cn1c(Cc2ccc(OC)cc2)nc2ccccc21	-29
COc1ccc2nc(-c3ccc(NC(=O)c4ccc5c(c4)OCO5)cc3)cn2n1	-3&2
O=C(Nc1ccc(S(=O)(=O)C(F)F)cc1)c1cccc(S(=O)(=O)N2CCCCCC2)c1	-1
COc1ccc(CCNC(=O)C2CN(C(C)=O)C2)cc1	1
CCOC(=O)CSc1nnc2ccc(-c3cccnc3)nn12	-16
Brc1ccc(NN=C(N=Nc2nn[nH]n2)c2ccccc2)cc1	74
Cc1cc(NC(=O)c2cccs2)n(-c2nc3ccccc3s2)n1	-5
Cc1ccc(C)c(OCC(=O)NN=Cc2c(C)nn(-c3ccccc3)c2Cl)c1C	-16
Cc1occc1C(=O)Nc1nc(-c2ccccn2)cs1	112*
COc1cc(NC(=O)Nc2c(C)nc3ccc(C)cn3c2=O)cc(OC)c1	-8
Cc1oncc1C(=O)N1CCC(n2ccnn2)CC1	-15
Cc1ccsc1C=NNc1cccc(C(=O)O)c1	-7
N#CCCn1cc(C=NNC(=O)c2ccncc2)c(-c2ccccc2)n1	4
COc1ccc(CC(=O)NCc2ccccc2-c2ccsc2)cc1OC	-3
Fc1cccc(Cl)c1CN1CCC(c2nnc(-c3ccsc3)o2)CC1	-6
CC(C)(C)OC(=O)C[C@@H]1C/C=C/C[C@@H](CC(=O)N[C@H](CO)Cc2ccccc2)C(=O)N2CCC[C@@H]2COC1=O	-16
N#Cc1cccnc1OC1CCN(C(=O)Cn2c(=O)oc3ccccc32)CC1	-20

A stretch of the results above:
SMILES	SSB-PriA inh
COc1ccc([C@H]2CCCCN(C(=O)c3scnc3C)C2)cc1	-8
Cc1ccc2sc(NNC(=O)c3nc4ccccc4s3)nc2c1C	58*
CS(=O)(=O)c1ccc(Nc2nc(C(=O)Nc3ccc(F)cc3)cs2)cc1	7
CSCc1csc(NC(=O)c2ccc(S(=O)(=O)N3CCCC3)cc2)n1	-9
Cn1nccc1C(=O)Nc1ccccc1-c1nc2ccccc2s1	-3
CC(=O)NN=Cc1ccccc1OCCOc1cccc(C)c1	-34
COc1ccc(OC)c(-c2cc(N)c(=O)[nH]n2)c1	-2
O=c1ccc(-n2cncn2)nn1CCNS(=O)(=O)c1ccccc1C(F)(F)F	-4
Cc1ccc(Oc2nc3ccccc3n3c(=O)n(CC(=O)Nc4ccc(F)cc4)nc23)cc1	-15
Cc1cccc(-n2c(CNC(=O)COc3ccccc3)nnc2SCC(=O)Nc2cc(C(F)(F)F)ccc2Cl)c1	-13
O=[N+]([O-])c1cc(C=NO)ccc1Oc1cccc(Cl)c1	5
O=C(c1cc(-c2ccccc2)on1)N1CCC[C@H](COCc2ccccc2)C1	-14
CC(=O)OCC1OC(Oc2ccccc2Cl)C(OC(C)=O)C(OC(C)=O)C1OC(C)=O (stereo not given)	-10
Cc1nn(C)c(C)c1S(=O)(=O)NCC(O)c1ccc(C(F)(F)F)cc1 (stereo not given)	-22
C=CCc1ccc(OCCn2c(C3CC(=O)N(CC=C)C3)nc3ccccc32)c(OC)c1 (stereo not given)	15
Cc1cc2ncc(NC(=O)Cc3ccc(F)cc3)cn2n1	-12
CCc1nnc(-c2ccc(NC(=O)c3cc(=O)c4ccccc4o3)cc2)o1	-16
CCOC(=O)C(N=Nc1c(C)n(C)n(-c2ccccc2)c1=O)=C(C)O	8
CC(=O)NCCn1c(SCc2ccc(Cl)cc2)nc2ccccc2c1=O	6
CC(=NN1CCCCCC1)c1c(O)n(-c2ccccc2)c(=O)[nH]c1=O	-9
O=S(=O)(c1ccccc1Br)N1CCc2cnc(N3CCOCC3)nc2C1	-11
CCn1c(SCC(=O)N/N=C/c2ccccc2OCC(=O)O)nnc1-c1ccc(Cl)cc1	i
Cc1oc2cc(OCCN3CCN(c4ccccc4F)CC3)ccc2c(=O)c1-c1ccccc1	-27
CC(=NNC(=O)c1ccoc1C)c1ccc(Br)s1	-15
CCCc1nnsc1C(=O)N1CC(S(=O)(=O)c2ccc(OC)cc2)C1	7

Already shown: three of the compounds above.
SMILES	SSB-PriA inh
Fc1cccc(Cl)c1CN1CCC(c2nnc(-c3ccsc3)o2)CC1	-6
CC(C)(C)OC(=O)C[C@@H]1C/C=C/C[C@@H](CC(=O)N[C@H](CO)Cc2ccccc2)C(=O)N2CCC[C@@H]2COC1=O	-16
N#Cc1cccnc1OC1CCN(C(=O)Cn2c(=O)oc3ccccc32)CC1	-20

Later entries
SMILES	SSB-PriA inh
CC1(C(=O)NS(=O)(=O)c2ccc(N)cc2)CCCC1	11
CCc1ccc(NC(=O)Cn2nc(NC)c(-c3nc(-c4ccccc4)no3)c2N)cc1	-7
O=C(NN=Cc1c[nH]c2ccccc12)C1COc2ccccc2O1 (stereo not given)	5
Cc1c(Cl)cccc1NC(=O)Nc1cn(C)c2ccccc12	19
CCc1ccccc1OCC(=O)Nc1ccc(N2CCCCC2)cc1	19
CCOc1ccc(-n2c(=O)c3c4c(sc3n(CC(=O)NCc3ccco3)c2=O)CCCCC4)cc1	1
O=C(NCc1cnn2ccccc12)c1ccc(C(F)(F)F)cc1	-16
COc1ccc(SCCC(=O)Nc2ccc(F)cc2)cc1	4
O=C(O)c1ccc(-c2cccs2)cc1	-9
Cn1c(=O)c2c(SCC(=O)NC3CCCC3)nc(-c3ccccc3F)nc2n(C)c1=O	-16
CC(=O)Nc1ccc(S(=O)(=O)N2CCN(c3ccccc3Cl)CC2)cc1	3
CCCC(CCC)C(=O)N[C@H]1CC(=O)N(c2ccc(OC)c(OC)c2)C1	-8
COc1ccc(C=NNC(=O)C[n+]2ccccc2)c(OC)c1	-9
Cc1ccc(C)c(-c2csc3c(=O)[nH]cnc23)c1	-31
CSc1nc2c(c(=O)n(C)c(=O)n2C)n1C	-2
CC(=O)N(c1ccccc1C)C1C=CS(=O)(=O)C1 (stereo not given)	-8
Cc1cc(NC(=O)c2c(F)cccc2F)n(-c2nc3ccc(F)cc3s2)n1	-6
CCOc1c(Cl)cc(C=NO)cc1OC	-3
N#Cc1c(NC(=O)c2cccc(N3C(=O)CCC3=O)c2)sc2c1CCCC2	16
N#CC(=NNc1ccccc1[N+](=O)[O-])C(N)=S	4
NC1CCN(S(N)(=O)=O)CC1	-5
CC(=O)Nc1cccc(NC(=O)CSc2nc(CC(=O)Nc3nc4ccccc4s3)cs2)c1	-2
COc1ccc(-c2nnc3ccc(OCCNC(=O)c4cccs4)nn23)cc1OC	0
CCCc1cc(-n2ccnc2C)n2nc3nc(C)cc(C)c3c2n1	10
N#Cc1ccsc1NC(=O)CCS(=O)(=O)Cc1ccccc1	-18
O=C(Nc1nc2cc3c(cc2s1)OCCO3)c1cc(Cl)sc1Cl	2
COc1ccc(-c2nc(COC(=O)c3nnn(-c4ccc(C)c(C)c4)c3C)c(C)o2)cc1	-2
Cc1cc(-c2ccccn2)c(-c2cc(Cl)cc(Cl)c2)[nH]1	-2
CN1CCN(c2nc3c(F)cccc3s2)CC1	0
O=[N+]([O-])c1cccc(C=NNC2=NCCCCC2)c1	-3

A second format for some results above.
Compound | SSB-PriA inh
O=C(c1cc(-c2cccs2)[nH]n1)N1CCN(C(=O)c2cnn3ccccc23)CC1 | -6
Cc1nnsc1C(=O)NCCNc1ccc(-n2cccc2)nn1 | 0

Next part.
SMILES	SSB-PriA inh
COc1ccc(S(=O)(=O)CCC(=O)Nc2ccc3sccc3c2)cc1	0
O=C(O)CCC1NCC(Cn2c3ccccc3c3ccccc32)OC1=O (stereo not given)	-23
C=CCN1C(=O)/C(=C2\SC(=Nc3ccc(F)cc3)NC2=O)c2ccccc21	-6
COc1ccc(C(=O)NCCOc2ccc3nnc(-c4ccccc4)n3n2)cc1	-7
Oc1ccc(-c2ccc(O)c3ncccc23)c2cccnc12	51
O=C(NCCC1=CCCCC1)c1cc(S(=O)(=O)N2CCCCC2)ccc1F	4
Cc1ccc(C)c(NC(=O)CCc2csc(NC(=O)c3ccc[nH]c3=O)n2)c1	-15
COc1ccc(NC(=O)c2oc3ccccc3c2NC(=O)c2cc3ccccc3oc2=O)c(OC)c1	-8
CC1Cc2ccccc2N1C(=O)Cc1csc(NC(=O)c2ccc[nH]c2=O)n1 (stereo not given)	12
COc1ccc2cc(C(=O)N3CCC(S(=O)(=O)c4nncn4C)CC3)[nH]c2c1	-2
Cc1cc(C(=O)NN=C2CCCC(=O)C2)c(C)n1-c1ccccc1	20
Cc1ccc(N(CC(=O)NN=Cc2cccs2)S(C)(=O)=O)cc1	2
COc1cccc(C(=O)ON=Cc2ccc(Sc3ccc(C)cc3)nc2)c1	-12
O=C(Nc1ccccc1-c1ccc(=O)[nH]n1)c1ncccn1	-28
O=C(/C=C/c1ccccc1Cl)Nc1nnc(C2CCCO2)o1 (stereo not given)	7
COc1ccc2c(=O)c3c(oc2c1)C(=O)N(CCN(C)C)C3c1cccs1 (stereo not given)	-3
CC(C)(C)C(=O)N1CCc2ccc(NC(=O)C3CC3)cc21	1
CS(=O)(=O)c1ccc(NC(=O)c2cccc(S(C)(=O)=O)c2)cc1	-12&-3
CCOc1ccc(-c2cn3c(CC(=O)NC(C)(C)C)csc3n2)cc1	11
CCOC(=O)CNC(=O)CSc1nc(CC(=O)NC2CC2)cc(=O)[nH]1	-19
COc1ccc(C2(CN)CCOCC2)cc1OC	-8
COc1ccccc1NC(=O)c1ccnn1C	-5
